# Rev-erbA mod: modulates human Rev-erb alpha binding to DNA | P20393 | Rev-erbα–FITC-DNA binding, fluorescence polarization, 90 min | activity, % at 10 µM | hit rate 0.79% among 370,000 | AID 1259318;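 active means activity above about 14%, limit read from the data; passing the limit was not always enough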;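 further: 0% = DMSO wells with 35 nM protein and 100% = DMSO wells with 750 nM protein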
# Target sequence (P20393 whole entry, looked up): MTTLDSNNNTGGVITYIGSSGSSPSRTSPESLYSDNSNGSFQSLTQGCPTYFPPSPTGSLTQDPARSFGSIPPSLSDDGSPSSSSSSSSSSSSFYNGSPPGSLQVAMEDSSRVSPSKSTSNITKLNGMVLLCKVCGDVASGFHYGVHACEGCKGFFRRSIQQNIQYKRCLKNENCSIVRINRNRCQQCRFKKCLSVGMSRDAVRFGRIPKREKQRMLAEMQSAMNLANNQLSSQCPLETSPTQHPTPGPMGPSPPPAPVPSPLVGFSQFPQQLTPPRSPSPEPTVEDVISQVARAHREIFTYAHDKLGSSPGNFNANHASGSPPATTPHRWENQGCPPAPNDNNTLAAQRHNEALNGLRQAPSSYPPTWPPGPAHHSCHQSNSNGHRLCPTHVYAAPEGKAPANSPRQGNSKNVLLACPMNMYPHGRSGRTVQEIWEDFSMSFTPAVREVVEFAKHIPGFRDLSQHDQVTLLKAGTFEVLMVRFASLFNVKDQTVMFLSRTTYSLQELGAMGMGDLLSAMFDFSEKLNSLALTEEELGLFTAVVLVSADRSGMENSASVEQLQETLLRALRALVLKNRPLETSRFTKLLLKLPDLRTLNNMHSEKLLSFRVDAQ
# PLC-gamma1 inh: blocks human PLC-gamma1 enzyme activity; purified PLC-gamma1, fluorogenic substrate, fluorescence; inhibition, % at 12.2 µM; hit rate 0.84% among 370,000; P19174; in the data active means inhibition above about 9.5%
# sPLA2-III inh: Blocks human group III sPLA2 activity; Q9NZ20; QFRET BODIPY PC-A2 liposome hydrolysis, fluorescence; inhibition, % at 12.2 µM; hit rate 0.56% among 370,000; AID 743126;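 active means inhibition above mean plus 3 SD of compounds lying within the high and low control bounds, cut at about 19% in these data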;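 further: 0% = median of test compound wells and 100% = no enzyme DMSO wells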
# Target sequence (Q9NZ20 whole entry, looked up): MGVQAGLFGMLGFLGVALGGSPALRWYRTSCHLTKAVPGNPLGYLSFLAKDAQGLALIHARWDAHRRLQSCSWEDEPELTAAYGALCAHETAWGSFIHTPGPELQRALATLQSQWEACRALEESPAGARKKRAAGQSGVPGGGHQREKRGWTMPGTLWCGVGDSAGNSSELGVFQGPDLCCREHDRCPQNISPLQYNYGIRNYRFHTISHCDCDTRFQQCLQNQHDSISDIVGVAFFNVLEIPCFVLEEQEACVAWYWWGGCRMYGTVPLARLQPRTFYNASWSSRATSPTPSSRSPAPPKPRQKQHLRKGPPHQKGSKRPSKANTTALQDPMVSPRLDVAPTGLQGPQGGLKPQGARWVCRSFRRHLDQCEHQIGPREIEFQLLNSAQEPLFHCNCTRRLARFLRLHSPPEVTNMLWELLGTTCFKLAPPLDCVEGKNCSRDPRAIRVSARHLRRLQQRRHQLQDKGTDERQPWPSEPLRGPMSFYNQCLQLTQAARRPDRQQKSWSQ
# PLCb3 inh: blocks human PLC-beta3 enzyme activity | Q01970 | Purified PLC-beta3, fluorogenic substrate, fluorescence | inhibition, % at 12.2 µM | hit rate 0.18% among 370,000 | AID 720704; in the data active means inhibition above about 11%;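 further: 0% = median of compound wells on plate and 100% = full blocker control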
# Tn7 DDE FP: disrupts Tn7 cyclic peptide binding to fibrin D-Dimer-E complex | P02675 | FP displacement of FITC-Tn7 peptide from fibrin DD(E); 0% = median of compound wells per plate | inhibition, % at 8.3 µM | hit rate 0.13% among 370,000 | AID 720508;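 active means inhibition above the mean of compounds falling within the control limits plus 3 SD of them, cut at about 14% in these data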;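 further: 0% = plate median of compound wells and 100% = 10 µM Aha-Tn7 peptide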
#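 Also added: labelled Tn7 tracer, 0.1 µM; Assay system: human fibrin DD(E) protein; Amount: 2 µM fibrin DD(E); Schedule: 10 min compound pre-incubation, 3 h probe incubation at room temperature; Repeats: one replicate per compound; Read-out basis: percent inhibition; Measured by: fluorescence polarization of the labelled Tn7 tracer.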
# ARFGAP1 inhibitor: inhibits rat ARF GTPase activating protein 1; Q62848; Arfgap1-stimulated ARF1 GTP hydrolysis, GDP FP detection; inhibition, % at 16.5 µM; hit rate 0.26% among 360,000;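 active means inhibition above a per-plate limit, mean inhibition of low control wells plus 3 SD, cut at about 25% in these data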;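 further: 0% = DMSO wells with enzyme and 100% = wells lacking Arfgap1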
#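 Material: rat Arfgap1 catalytic domain, aa 1-136; also added: human ARF1(Δ1-17)-GTP substrate; compound dosing: one concentration, 16.5 µM, DMSO 1.26%; incubation: GTP hydrolysis reaction 2 h at 25 °C; measured by: Tracer-displacement fluorescence polarization with EDTA stop, 620/688 nm; evaluation: % inhibition from polarization; repeats: one replicate per compound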
# ASAP1 GAP inh: ASAP1 ArfGAP inhibition; Q9ULH1; ASAP1-stimulated ARF1 GTP hydrolysis, GDP FP detection; inhibition, % at 16.5 µM; hit rate 0.19% among 360,000; AID 624377; in the data active means inhibition above about 25%;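 further: 0% = vehicle with enzyme and substrate and 100% = no enzyme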
# KLK7 zymogen act: activators of human kallikrein-7 zymogen; activation, % at 7 µM; P49862; purified proKLK7, EDANS-DABCYL substrate fluorescence; 100% is mature enzyme control, 0% vehicle; hit rate 0.9% among 370,000;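 active means activation above the mean of all tested compounds plus 3 SD, computed per campaign excluding outliers beyond control limits, cut at about 13% in these data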
# UHRF1 MBD2 ctr: human UHRF1 methylated DNA binding inhibitors. Q96T88. UHRF1 binding to methylated oligo, TR-FRET. inhibition, % at 4.4 µM. hit rate 0.75% among 370,000. AID 687016; in the data active means inhibition above about 21%;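 further: UHRF1 SRA domain binding a hemimethylated CpG hairpin DNA probe; 0% = median of test compound wells and 100% = reference inhibitor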
# Tn6 DDE FP: inhibitors of Tn6 peptide binding to human fibrin DD(E); hit rate 0.21% among 370,000; Fibrin DD(E) TRITC-Tn6 fluorescence polarization displacement; P02675; inhibition, % at 8.3 µM; AID 720509;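 active means inhibition above a per-campaign cutoff: mean of compounds within control limits plus 3 SD, cut at about 15% in these data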;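 further: 0% = median of all compound wells on the plate and 100% = blocking peptide control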
# The depositor's hits bear a star; i = inactive.
SMILES,Rev-erbA mod,PLC-gamma1 inh,sPLA2-III inh,PLCb3 inh,Tn7 DDE FP,ARFGAP1 inhibitor,ASAP1 GAP inh,KLK7 zymogen act,UHRF1 MBD2 ctr,Tn6 DDE FP
CCCNC(=O)C1(O)c2cc(Br)ccc2NC(=O)N1c1ccc(Cl)cc1 (configuration not stated),-3,1,-2,-3,-4,-10,0,-0.4,1,2
Oc1cccc2ccc[n+](CC(O)Cn3c4ccccc4c4ccccc43)c12 (configuration not stated),5,8,13,10,8,2,5,0.1,-12,2
CC(=O)OCC(=O)[C@@]1(O)CC[C@H]2[C@@H]3C[C@H](C)C4=CC(=O)C=C[C@]4(C)[C@H]3[C@@H](O)C[C@@]21C,0,-1,-10,4,3,-6,-3,-0.9,-2,0
O=C(Nc1ccccc1N1CCCC1)c1cc(S(=O)(=O)N2CCOCC2)ccc1Cl,2,1,5,-4,1,5,-2,0.3,-4,-3
Cc1cc(Nc2ccc(Cl)cc2)nc(N)n1,8,4,-1,4,-8,17,8,0.3,-1,4
CCN=C1SC(CC(=O)NCCc2ccc(OC)c(OC)c2)C(=O)N1CC (configuration not stated),-2,-3,-2,2,-4,-5,-10,0.1,7,11
CCC(NS(=O)(=O)c1ccc(OC)cc1)C(=O)O (configuration not stated),-5,1,2,3,0,5,3,0.4,1,-7
CCOC(=O)CN(C(=O)CNC(=O)c1ccco1)C(C(=O)NC1CCCC1)c1ccccc1OCC (configuration not stated),-3,-1,2,0,-3,-2,-9,0.2,0,-2
O=C1CCCN1CCCN1C(=O)N[C@@H](Cc2ccccc2)C1=O,-2,-2,-1,-1,10,2,2,0.1,-1,4
COc1ccccc1N1CCN(C/C(C)=C/c2ccccc2)CC1,-4,2,1,0,-1,-5,11,-0.4,-2,0
O=C(COc1ccc2ccccc2c1Br)Nc1cccnc1,12,2,-18,-2,-5,5,15,0.0,-4,-5
COc1ccc(-c2nnn(CC(=O)NCc3cccs3)n2)cc1OC,0,0,-3,-4,1,-6,-9,-0.3,-1,-3
O=C(c1ccc2c(c1)OCO2)N(CC1CCCO1)C1(C(=O)NC2CCCC2)CCCCC1 (configuration not stated),15,2,1,0,-4,8,-4,-0.7,-1,2
CC[n+]1c(C)sc2c3ccsc3ccc21,-5,0,2,0,0,16,6,0.2,-1,-2
Cc1cc(C(=O)NCc2ccco2)c2ccccc2n1,0,-3,6,-14,-1,2,-11,-1.2,1,7

# One compound at a time (already shown). Values in the order: Rev-erbA mod	PLC-gamma1 inh	sPLA2-III inh	PLCb3 inh	Tn7 DDE FP	ARFGAP1 inhibitor	ASAP1 GAP inh	KLK7 zymogen act	UHRF1 MBD2 ctr	Tn6 DDE FP
# CCCNC(=O)C1(O)c2cc(Br)ccc2NC(=O)N1c1ccc(Cl)cc1 (configuration not stated) as listed: -3	1	-2	-3	-4	-10	0	-0.4	1	2
# Cc1cc(Nc2ccc(Cl)cc2)nc(N)n1 as listed: 8	4	-1	4	-8	17	8	0.3	-1	4
# O=C(c1ccc2c(c1)OCO2)N(CC1CCCO1)C1(C(=O)NC2CCCC2)CCCCC1 (configuration not stated) as listed: 15	2	1	0	-4	8	-4	-0.7	-1	2
# COc1ccccc1N1CCN(C/C(C)=C/c2ccccc2)CC1 as listed: -4	2	1	0	-1	-5	11	-0.4	-2	0
# CCC(NS(=O)(=O)c1ccc(OC)cc1)C(=O)O (configuration not stated) as listed: -5	1	2	3	0	5	3	0.4	1	-7

# New compounds follow:
SMILES,Rev-erbA mod,PLC-gamma1 inh,sPLA2-III inh,PLCb3 inh,Tn7 DDE FP,ARFGAP1 inhibitor,ASAP1 GAP inh,KLK7 zymogen act,UHRF1 MBD2 ctr,Tn6 DDE FP
Cc1ccc(-c2c(C(=O)NC(C)C)oc(=O)c3ccccc23)cc1,-2,1,0,3,-4,-5,9,0.9,-4,-5
CSc1ccccc1OCc1cc(C(=O)N2CCc3c(Cl)cccc3C2)no1,0,-3,-4,-10,2,-6,-11,0.0,-1,6
CCOc1ccc2nc(N(CCCN(C)C)C(=O)c3ccc(S(=O)(=O)N4CCCC4)cc3)sc2c1,-2,0,-9,-4,5,5,-3,-3.8,2,-1
COc1ccc(Cl)cc1NC(=O)N1CCN(c2ccccc2OC)CC1,3,-2,6,-4,3,-7,-6,0.7,-1,11
CCOc1ccsc1C(=O)OC,3,1,-1,-6,-6,4,1,0.2,1,7
CN(C)CCCNC(=O)CC(c1ccc(F)cc1)c1ccco1 (configuration not stated),2,-2,0,-3,6,2,-8,-0.6,0,-3
Cc1ccc(/C=C/c2nc3ccccc3[nH]2)o1,-3,-390,-5,i,6,0,-6,21*,-6,3
Cn1c(C(=O)NCCN2CCc3ccccc3C2)cc2c(=O)[nH]c3ccccc3c21,0,-8,-9,-11,1,5,24,0.7,-7,-4
CCn1c(COc2cccc3cccnc23)nnc1SCC(=O)O,3,-7,3,-13,3,-2,-14,0.4,-1,10
CCOc1ccc(NC(=O)c2cc3c(C)nc4ccccc4c3o2)cc1,5,-2,-2,0,-3,18,11,-0.5,-2,-7
COC(=O)C1=C(C)N(Cc2ccccc2C(F)(F)F)C(=NCc2ccc(OC)cc2)NC1c1ccccc1C(F)(F)F (configuration not stated),-1,2,-2,3,8,5,-2,-0.1,5,4
CCn1c(SCC(=O)Nc2ccc3c(c2)OCCO3)nnc1C1CC1,-3,2,0,-6,2,3,2,0.3,0,1
CCOC(=O)C1CCN(C(=O)C2CCN(S(=O)(=O)c3cc(Cl)ccc3OCC)CC2)CC1,-2,4,3,-5,-2,-3,11,0.4,1,-3
COc1ccccc1CNC(=O)CCS(=O)(=O)c1ccc2c(c1)CCN2C(C)=O,4,0,0,-6,-1,6,5,-0.5,0,-5
O=S(=O)(Nc1cccc(-n2cnnn2)c1)c1cc(Br)ccc1Br,-2,-1,-27,-9,6,0,-24,-0.2,-2,2
Cc1c(C(=O)O)oc2ccc(S(=O)(=O)NCCC3=CCCCC3)cc12,5,4,-22,-9,3,7,-4,-0.5,6,-1
Cc1ccc(C(=O)OCC(=O)NC2CCCCCCC2)cc1C,2,1,-2,-4,3,0,-3,0.1,0,1
O=C(Nc1nccs1)c1ccc(Cl)nc1,-4,2,7,-3,1,15,-19,0.4,-1,5
COc1cccc(NC(=O)CC(=O)c2ccccc2)c1,2,1,-31,-4,-2,-4,4,0.7,1,-8
CCOC(=O)N1CCN(S(=O)(=O)c2ccc(OC)cc2)CC1,3,0,-3,-5,-1,14,-2,-0.2,6,3
C#CCn1c(=NC(=O)CN2C(=O)CCC2=O)sc2cc(S(N)(=O)=O)ccc21,-7,-2,-3,-1,-1,5,-12,0.0,-3,6
CCC(C)(C)NC(=S)Nc1ccccc1C,3,2,8,1,-2,-6,9,0.7,-1,0
CS(=O)(=O)c1sc(C(=O)NC(=O)Nc2cccc(C(F)(F)F)c2)c2c1C=CCC2,0,-4,-2,-4,1,1,0,-0.2,0,1
CN(C)CCNC(=O)COc1cccc2c1OC(C)(C)C2,-1,2,6,-10,3,2,-14,-0.2,1,6
S=c1[nH]cc2cnccn12,1,-29,1,-33,7,5,8,0.5,2,-3
CCOc1ccc(C(=O)N(C)C2CCS(=O)(=O)C2)cc1 (configuration not stated),-4,2,6,0,2,2,3,0.3,-1,-2
C=CCC1(CC=C)CCCN1C(=O)C1CCC(=O)N(Cc2ccc(Cl)cc2)C1 (configuration not stated),-3,0,-6,0,-9,-4,5,0.7,-2,-4
COCCNC(=O)COC(=O)c1cccnc1SC,1,-1,2,-5,11,3,-14,0.1,27*,-1
CCOC(=O)c1c(NC(=S)NC(=O)c2ccc(Cn3cc(Cl)cn3)o2)sc2c1CCCCC2,3,2,7,1,-7,21,0,0.3,1,5
COCCNCC#CCOc1ccc(OC)cc1,3,2,7,3,0,-5,8,0.4,2,-3
CCN(CC(=O)Nc1c(F)cccc1F)C(=O)CN1C(=O)c2ccccc2C1=O,1,-2,7,-9,1,7,3,0.3,5,-5
COC(=O)C1=C(C)N(Cc2cccc(C(F)(F)F)c2)C(=NCc2cc(OC)c(OC)c(OC)c2)NC1c1ccccc1 (configuration not stated),-3,2,-17,-2,0,15,-4,0.2,0,6
c1ccc(CN(Cc2ccccc2)c2c3c(nc4ncnn24)CCC3)cc1,7,0,7,-9,4,1,-8,-0.3,-1,1
COC(=O)CSC(=S)N1C(C)CCCC1C (configuration not stated),-9,3,-6,-4,6,5,4,0.0,1,5
CN(C)c1ccc(NC(=O)/C=C/c2c(Cl)cccc2Cl)cc1,0,2,31*,0,11,-2,-9,-1.3,-3,7
CC1(c2ccc(Cl)cc2Cl)OCC(Cn2ccnc2)O1 (configuration not stated),4,-2,-2,5,2,17,7,-0.3,3,-2
O=C1CC(c2ccc(O)c(O)c2)Oc2cc(O)cc(O)c21 (configuration not stated),3,-7,-16,-13,1,1,0,-0.4,1,-7
CCOC(=O)C1=CCN(S(=O)(=O)c2ccc(C)cc2)C1c1cccc2ccccc12 (configuration not stated),-3,4,-6,2,-8,-1,2,-0.6,1,-1
Nc1nnc(-c2cccc([N+](=O)[O-])c2)s1,-3,-2,4,-4,4,-5,3,-0.4,0,-9
CC(=O)Nc1ccc(NS(=O)(=O)c2ccc(C)cc2)cc1[N+](=O)[O-],0,2,1,-5,-4,12,-4,0.6,0,1
COc1ccccc1CNCc1cc(OC)c(OC)cc1OC,-3,2,0,6,-1,-3,-11,0.1,-1,0
COc1ccccc1NC(=O)Cn1nc(C(F)(F)F)c2c1CCCC2,3,-1,0,1,2,9,6,0.1,-1,-4
CCOc1ccc(NC(=O)CN(c2ccc(OC)c(OC)c2)S(=O)(=O)c2ccc(C)cc2)cc1,2,7,1,-1,-9,3,8,0.1,0,-4
COc1ccc(OC(C)C(=O)N(C)Cc2nc(-c3ccc(C)cc3)no2)cc1 (configuration not stated),0,-2,-6,-4,8,5,3,-0.1,0,-1
COc1ccc(C(CNC(=O)c2cccc(NC(=O)c3cccs3)c2)N2CCCC2)cc1 (configuration not stated),-1,1,8,0,0,7,7,0.2,15,1
O=C(Nc1ccc2c(c1)CCC2)c1cccc(F)c1,-3,1,4,2,-2,2,-15,-1.2,4,2
COc1cc(/C=C2\SC(=S)N(CCC(=O)Nc3cccc(O)c3)C2=O)cc(OC)c1OC,7,-16,-28,-26,4,1,5,-1.8,-6,-4
Cc1ccc(C(=O)Nc2ccc(S(=O)(=O)N3CCOCC3)cc2)cc1C,0,-1,-1,-5,0,14,-19,0.3,-1,-3
CNc1c(NS(=O)(=O)c2cc(OC)ccc2OC)c(=O)oc2ccccc12,-7,1,-1,-1,5,14,-5,-0.8,0,0
O=C(COc1ncnc2ccccc12)N1CCN(C(=O)c2ccco2)CC1,-1,-3,1,1,0,18,-9,-0.3,-1,-2
COc1ccc(CNc2nc3ccccc3n2Cc2ccc(Cl)cc2)cc1OC,6,3,-6,4,2,9,0,0.2,-1,5
CC(=O)Nc1ccc2nc(-c3cccs3)[nH]c2c1,7,-422,0,i,5,4,3,16*,-4,-2

# High-throughput results from PubChem BioAssay.
